# Screening data: PubChem BioAssay, Fisher Drug Discovery Resource Center
# mcGAS MS inh: mouse cGAS inhibition by mass spec | Q8C6L5 | recombinant mouse cGAS, cGAMP by RapidFire MS | inhibition, % at 12.5 µM | 130,000 compounds, 0.18% hits;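 active = inhibition of cGAS enzyme activity at or above 60%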;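 note: enzyme stimulated by 45 bp dsDNA with ATP and GTP substrates; cGAMP share of summed cGAMP plus half ATP and half GTP signals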
# Target sequence (Q8C6L5 whole entry, looked up): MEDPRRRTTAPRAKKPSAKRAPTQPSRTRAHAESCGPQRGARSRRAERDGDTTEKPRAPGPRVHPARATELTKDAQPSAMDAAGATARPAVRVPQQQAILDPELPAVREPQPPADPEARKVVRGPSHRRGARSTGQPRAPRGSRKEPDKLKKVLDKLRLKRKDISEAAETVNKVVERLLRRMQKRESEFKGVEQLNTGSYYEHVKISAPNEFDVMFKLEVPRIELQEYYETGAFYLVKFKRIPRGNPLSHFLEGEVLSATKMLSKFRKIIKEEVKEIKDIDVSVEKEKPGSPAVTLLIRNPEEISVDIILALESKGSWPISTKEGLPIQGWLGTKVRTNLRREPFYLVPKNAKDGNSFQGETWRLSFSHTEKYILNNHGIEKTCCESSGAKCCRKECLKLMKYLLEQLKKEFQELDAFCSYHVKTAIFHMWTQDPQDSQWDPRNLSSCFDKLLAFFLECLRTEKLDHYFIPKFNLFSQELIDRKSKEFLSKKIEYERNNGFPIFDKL
# * = called active by the depositor; & = joins results of further samples.
Molecule | mcGAS MS inh
O=C(OCC(=O)N1CCN(C(=O)Nc2ccccc2)CC1)C1CCCO1 (stereo not drawn) | -10
CC(=O)c1ccc(C(=O)N(CCN2CCOCC2)c2nc3c(F)cc(F)cc3s2)cc1 | -7
O=C(c1ccc(C(F)(F)F)cc1)C1CCCN(C(=O)/C=C/c2ccncc2)C1 (stereo not drawn) | 6
CN1C(=O)c2cccc(NC(=O)c3cc(Cl)cc(Cl)c3)c2C1=O | -8
O=C(NC1CC1)C1CCCN(C2CCN(CC3CCCCC3)CC2)C1 (stereo not drawn) | -1
C=CCN1C(=O)C(=Cc2ccccc2OC)SC1=S | 15
CC1(C(=O)Nc2cccc(NS(C)(=O)=O)c2)CCN1Cc1ccc2ccccc2c1 (stereo not drawn) | -11
COc1ccc(NC(=O)c2sc(=O)n(Cc3ccccc3F)c2C)cc1 | -2
COCCNC(=O)C1CCC(C)N(S(=O)(=O)c2cc(Cl)ccc2C#N)C1 (stereo not drawn) | -1
CC(=O)Nc1ccc(N=C/C=C/c2ccc(Cl)cc2Cl)cc1 | -3
Cc1ccc(C)c(NC(=O)CNc2ccc(C#N)cc2)c1 | -4
C1=CC2CC1CC2CN1CCN(Cc2cccnc2)CC1 (stereo not drawn) | -2
COc1ccc(CNC(=O)Cc2ccc3c(c2)CCCC3)cn1 | -5
Cc1cccc(CN2CCCC(C(=O)Nc3cccc(-n4cccn4)c3)C2)n1 (stereo not drawn) | -6
O=C(c1ccccc1)N1CCCC(Nc2ccccc2)C1 (stereo not drawn) | -2&0
CC1(Cc2ccccc2C#N)C(=O)Nc2c(Cl)ccc(Cl)c21 (stereo not drawn) | -3
CC(C)C[C@@H](C(=O)Nc1ccc(N(C)C)cc1)N1CC[C@@]2(CCCN2)C1=O | -8
CCOC(=O)C1(Cc2ccccc2F)CCCN(C(=O)CCc2scnc2C)C1 (stereo not drawn) | -6
Cc1nn(CC(=O)N2CCC(Cc3ccccc3)CC2)c(=O)c2c1cnn2-c1ccccc1 | -4
O=C(Nc1cccc(Cl)c1)C1CC(=O)N(Cc2ccc3c(c2)OCO3)C(=Nc2ccccc2)S1 (stereo not drawn) | 2
CC1(C)CNC(=O)c2nc(-c3cc4ccccc4[nH]3)[nH]c2C1 | -8
O=C(NCC1(c2ccccc2)CC1)c1cc(Cl)ccc1O | -10
Fc1ccc(C2(c3noc(CCN4CCCCO4)n3)CCOC2)cc1 (stereo not drawn) | -15
COC(=O)NNC(=O)CNC(=O)C12CC3CC(CC(C3)C1)C2 | -37
CCCC(=O)N1CCC1(C)C(=O)NS(=O)(=O)c1cccc(C)c1 (stereo not drawn) | -4
COc1cccc(CCNC(=O)c2ccc(S(=O)(=O)N3CCCCC3)o2)c1 | -8
CNC(=O)COC(=O)C(C)(C)CCCc1ccccc1 | -8
CC(=O)N1CCN(CC(=O)Nc2nc3ccccc3[nH]2)CC1 | -13
CC(NC(=O)/C=C/c1ccc(C#N)cc1)c1cccs1 (stereo not drawn) | -31
CCOc1cccc(C(=O)N(CC2CCCO2)c2ccncc2)c1 (stereo not drawn) | -61
CN1CCN(c2ncc(CNC3CCc4cc(F)ccc43)cn2)CC1 (stereo not drawn) | -16
O=C1CCCN1CC(=O)N1CCOC(CCCc2ccccc2)C1 (stereo not drawn) | -6
O=c1c2c(-c3ccc(Cl)cc3)n3ncnc3nc2ccn1-c1ccccn1 | 14
Cc1cc(C)n(CCC(=O)N2CC[C@@H](c3sccc3C)[C@H](O)C2)c(=O)n1 | -8
Cc1cc(C)nc(-n2nc(C)c3c2CC(c2ccc(F)cc2)CC3=O)n1 (stereo not drawn) | -3
O=C(C=Cc1ccsc1)N1CCN(S(=O)(=O)c2c(Cl)cccc2Cl)CC1 | -3
CCOc1ncccc1C(=O)OCc1nc2sc3c(c2c(=O)[nH]1)CCC(C)C3 (stereo not drawn) | 7
O=C(O)c1ccc(=O)n(Cc2ccccc2F)c1 | 0
CC(Cn1cnc2ccccc21)C(=O)NN=Cc1ccccn1 (stereo not drawn) | -4
O=c1c2cc3c(=O)n(-c4ncn[nH]4)ccc3nc2ccn1-c1ccccn1 | 0
O=C1CN(CC2(O)CCCCC2)CCN1C1CC1 | -13
CC(Cn1cncn1)NC(=O)C1CCN(C)C(=O)C1 (stereo not drawn) | 0
Cc1ncsc1CCC(=O)N1CCCC1c1nc2c(C)cccc2[nH]1 (stereo not drawn) | -18
CC(=O)C(C(C)=O)=c1cc(Nc2ccc(C)cc2)c2c(O)c3ccccc3c3onc1c23 | 10
O=C(CCl)N1CCN(S(=O)(=O)c2ccc3c(c2)OCCO3)CC1 | -3
CN(C)c1ccc(CNS(=O)(=O)c2cccs2)cn1 | -3
Cn1c2nc3ccccc3nc2c2c(=O)n(Cc3ccccc3)cnc21 | 5
Cc1nc(SCC(=O)NN=Cc2ccc(Cl)cc2)c2ccccc2n1 | -3
CCn1c(C)cc(C(=O)NCc2ccccc2-n2ccnc2)c1C | -12
O=C(N=Nc1cc(NS(=O)(=O)c2ccccc2)c2ccccc2c1O)c1cccc([N+](=O)[O-])c1 | -6
CCCn1ncc(CN2CCN(Cc3cccc(OC)c3)C(CCO)C2)c1C (stereo not drawn) | -9
O=C(CCc1nnc(COc2ccccc2)o1)NCc1ccccc1 | -10
CCc1nccc(CN2CCCC(c3nn(C)c(=O)n3CC)C2)n1 (stereo not drawn) | -17
CCOC(=O)N1CCN(C(c2ccc(SC)cc2)c2c(O)cc(C)n(CC)c2=O)CC1 (stereo not drawn) | -9
COc1ccccc1/C=C/C1=NC(=C\c2cccc(Cl)c2)/C(=O)O1 | -11
Oc1cc(CCC2CCCCN2)cc(-c2ccncc2)c1 (stereo not drawn) | -49
Cc1c(C(=O)NCc2cccc(Cl)c2)sc(=O)n1Cc1ccc(S(=O)(=O)N(C)C)cc1 | -7
CNc1cncc(-c2ccc(C(=O)OC)c(OC)c2)n1 | 0
CCOc1ccc(NC(=O)CC2S/C(=N/N=C\C=C\c3ccccc3)NC2=O)cc1 (stereo not drawn) | 2
O=C(Nc1nccs1)c1cc(Br)ccc1O | 24

# Taken from above:
# mcGAS MS inh, `CCCn1ncc(CN2CCN(Cc3cccc(OC)c3)C(CCO)C2)c1C` (stereo not drawn) reads -9
# mcGAS MS inh, `O=C(NC1CC1)C1CCCN(C2CCN(CC3CCCCC3)CC2)C1` (stereo not drawn) reads -1

# (cont.)
Structure | mcGAS MS inh
CN1c2ccccc2C(=O)NC1C1=CCC2CC1C2(C)C (stereo not drawn) | -6
COc1ccc(Cl)cc1NC(=O)Cc1csc(-n2cccc2)n1 | -9
O=C(O)c1ccnc(-c2ccnc(N3CCN(Cc4ccccc4)CC3)n2)c1 | 19
CC(Sc1nnc2ccccn12)C(=O)Nc1cc(Cl)cc(Cl)c1 (stereo not drawn) | 5
Cc1occc1C(=O)N1CCN(C(=O)NC(C)c2cccc(F)c2)CC1 (stereo not drawn) | -15
O=C1CCC(C(=O)N2CCC(CCn3cccn3)CC2)CN1Cc1ccccn1 (stereo not drawn) | -6&-2
NS(=O)(=O)c1cccc(NC(=O)CCC(=O)c2cccs2)c1 | -4
O=S(=O)(NCC1(c2ccccc2)CC1)c1ccc(F)c(F)c1F | -32
Cc1nc(-c2ccc(Cl)cc2)sc1C(=O)N1CC(C)OC(C)C1 (stereo not drawn) | 2
C=CCn1c(=C(C#N)C(=O)NCCN2CCOCC2)sc(=Cc2ccsc2)c1=O | -29
CN(Cc1ccc(Cl)s1)C(=O)Cn1cnc2ccccc21 | -2
CC1CC(NC(=O)CC2CSc3nc(C(C)C)cc(=O)n32)CC(C)(C)C1 (stereo not drawn) | -7
Cc1ccsc1-c1nccn1CC1CCCOC1 (stereo not drawn) | -21
CN(Cc1ncc[nH]1)C(=O)c1nc2ccccc2s1 | -5
O=C(NCCO)c1csc(-c2cc3ccccc3[nH]2)n1 | -8
CCN1CCCC1CNC(=O)C(C)n1ncn2cccc2c1=O (stereo not drawn) | -10
CCN1CCN(C2CCN(C(=O)Nc3ccc(OC)cc3)C2)CC1 (stereo not drawn) | -12
COc1ccc(OC)c(C2CCCN2CC(=O)NC(C)c2ccccc2)c1 (stereo not drawn) | -3
Cc1ccc(Oc2cc(C(F)(F)F)nc(SCc3ccccc3Cl)n2)cc1C | -4
Fc1ccc(-c2cc3ncnc(SCC4CCCO4)c3s2)cc1 (stereo not drawn) | -5
O=c1ccc(-c2cccs2)nn1CCCNS(=O)(=O)c1cccc(C(F)(F)F)c1 | 4
CC1(C(=O)NS(=O)(=O)c2ccccc2OC(F)(F)F)CCN1C(=O)CC1CCCCC1 (stereo not drawn) | -4
CN(C(=O)C1CC12CCCc1ccccc12)c1ccccn1 (stereo not drawn) | -10
Cc1nnsc1CNC(=O)CC1CCc2ccccc21 (stereo not drawn) | -3
CC(=O)c1ccc(Sc2ccc(Cl)cc2C(=O)O)cc1 | -6
CC(C)N(Cc1cn(-c2ccccc2)nc1-c1ccc2c(c1)OCO2)Cc1nccn1C | -10
COc1ccccc1/C=C/C=C1/N=C(c2cccc(Cl)c2Cl)OC1=O | -5
Cc1ccc(N2C(=O)CSC2c2cccs2)cc1 (stereo not drawn) | -5
COc1cc(C)ccc1OCc1nc(C(=O)N2CCCC2)cs1 | -2
COc1ccc(Cl)cc1N1CCC(NC(=O)N2CCCC2)C1 (stereo not drawn) | -8
O=C(NCc1cn2c(n1)CCCC2)Nc1cccc(N2CCCC2)c1 | 1
O=C(CN1C(=O)COc2ccccc21)NCc1cccnc1-n1cccn1 | 2
Cc1nn(Cc2cccc(C(F)(F)F)c2)c(=O)c2c1cnn2-c1ccccc1 | -3
CCN(Cc1ccccc1F)Cc1nc[nH]c1C | -1
CCc1ccc(CN2CCC3(CCCN(C(=O)CCSC)C3)C2)nc1 (stereo not drawn) | -15
O=C1CC(c2ccc(C(=O)O)cc2)c2c(n(C3CCCCC3)[nH]c2=O)N1 (stereo not drawn) | -11
O=S(=O)(Nc1nc2ccccc2nc1-[n+]1ccccc1)c1ccc(F)cc1 | 2
Cc1nc2cc(OCc3cc(C(=O)N4C[C@H]5CC[C@H]4C5)no3)ccc2s1 | -9
O=C(c1cn(-c2ccccc2)nn1)N1CCN(C(=O)c2cccs2)CC1 | -16
O=C(CSCc1cccs1)Nc1cn[nH]c1 | 0

# 4 entries from above, as labelled records.
COc1cc(C)ccc1OCc1nc(C(=O)N2CCCC2)cs1
  mcGAS MS inh: -2

COc1ccc(Cl)cc1N1CCC(NC(=O)N2CCCC2)C1 (stereo not drawn)
  mcGAS MS inh: -8

O=C(NCc1cn2c(n1)CCCC2)Nc1cccc(N2CCCC2)c1
  mcGAS MS inh: 1

O=C(CN1C(=O)COc2ccccc21)NCc1cccnc1-n1cccn1
  mcGAS MS inh: 2

# Part of the list above, as labelled records:
CN(C(=O)C1CC12CCCc1ccccc12)c1ccccn1 (stereo not drawn)
  mcGAS MS inh: -10

O=C(CSCc1cccs1)Nc1cn[nH]c1
  mcGAS MS inh: 0

O=C(CN1C(=O)COc2ccccc21)NCc1cccnc1-n1cccn1
  mcGAS MS inh: 2

COc1cc(C)ccc1OCc1nc(C(=O)N2CCCC2)cs1
  mcGAS MS inh: -2

# The listing picks up with the two entries that preceded the break.
Structure | mcGAS MS inh
O=C(c1cn(-c2ccccc2)nn1)N1CCN(C(=O)c2cccs2)CC1 | -16
O=C(CSCc1cccs1)Nc1cn[nH]c1 | 0
COc1cccc(NC(=O)C2(C)CCN2CCc2ccccc2)c1 (stereo not drawn) | -3
FC(F)(F)c1cccc(N2CCN(C3CCCN(Cc4ccccc4)C3)CC2)c1 (stereo not drawn) | -9
Cc1nonc1C1CCCN1S(=O)(=O)NCc1ccccc1 (stereo not drawn) | -22
c1cncc(-c2nc(-n3ccnc3)c3c4c(sc3n2)CCC4)c1 | -1
O=C(NCC(O)c1cc(Cl)cc(Cl)c1)NC1CCSCC1 (stereo not drawn) | 1
Cc1noc(C)c1S(=O)(=O)NCCc1nnc2ccccn12 | -4
Cc1cccc(C(=O)NNc2nc(-c3ccccc3)c3cc(Br)ccc3n2)c1 | -2
Cc1cccc(S(=O)(=O)NC(=O)C2(C)CCN2C(=O)CC2CCCCC2)c1 (stereo not drawn) | -3
CCOc1ccc(CN2CCN(c3ccc4nnnn4n3)CC2)cc1 | -4
COCCn1cncc1Cn1cnc(-c2ccccc2)c1-c1ccc(C)o1 | -3
CC(NC(=O)c1cc(=O)n(C)c2ccccc12)c1cccs1 (stereo not drawn) | -6
CN(CC(=O)Nc1ccc(Cl)c(Cl)c1)C(=O)C1(C#N)CCCC1 | 3
CCCn1ccc2cc(NC(=O)CC3CCCO3)ccc21 (stereo not drawn) | -8
COc1ccc(N2CCN(C(=O)c3ccc[nH]c3=O)CC2)cc1 | -9
Clc1cc2c(cc1CN1CCCC1c1ccccn1)OCO2 (stereo not drawn) | -2
N#C/C(=C\N1CCC(C(=O)O)CC1)C(=O)NCCc1ccccc1 | -11
NC(=O)C1CCN(C(=O)COc2ccc3c(c2)C(=O)CC3)CC1 | -7
CC1=C(C(=O)N2CCCC(N3CCN(c4ccccc4F)CC3)C2)OCCO1 (stereo not drawn) | -8
CC1CC(C)CC(S(=O)(=O)N2CCC(C(=O)O)CC2)C1 (stereo not drawn) | -3
CC1(c2ccc3c(c2)OCO3)NC(=O)N(Cc2cccc(Cl)c2)C1=O (stereo not drawn) | -13
CC(=O)N1CCc2c(nc(C)nc2N2CCC(C(C)N3CCCC3)CC2)C1 (stereo not drawn) | -4
Cc1nc2ccccc2nc1N1CCN(C(=O)c2ccc(C(F)(F)F)cc2F)CC1 | -3
COc1cccc(C(C2Sc3nc(C)nn3C2=O)N2CC(C)OC(C)C2)c1 (stereo not drawn) | -10
Cc1cc(OCc2nc(SCC(N)=O)n[nH]2)ccc1Cl | 5
CNC(=O)[C@@H]1C[C@H](N)CN1C(=O)c1ccccc1Oc1ccccc1 | -22
CSc1ccccc1OCc1cc(C(=O)N2CCNC(=O)C2)no1 | -9
CCCC1C=CCN1Cc1ccc(C(=O)Nc2c(C)cc(=O)[nH]c2C)cc1 (stereo not drawn) | -12
Cc1cc(NC(=O)COC(=O)C(C)NS(=O)(=O)c2ccc(Cl)cc2)no1 (stereo not drawn) | -2

# These rows are one share of the data, so the mix of outcomes need not match the whole.
